# From PubChem BioAssay
# TDP1 cell noCPT: qHTS for Inhibitors of human tyrosyl-DNA phosphodiesterase 1 (TDP1): qHTS in cells in absence of CPT | DT40 Tdp1-/- hTDP1 cells, no CPT, ATP luminescence, 48 h | Potency, µM (series often up to 46.2 µM), for the others: at the highest dose activity change, negative = growth inhibition, most hits filed as inhibitors | hit rate 15% among 420,000; active = well fitted inhibition curve with a large enough effect; inconclusive = small, poorly fitted or top-dose-only effect; note: nearly all actives have a fitted effect of over 55% in size
#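 Compound effects on proliferation are scored in DT40 Tdp1-/-;hTDP1 cells in the absence of CPT. ATP levels (CellTiter-Glo luminescence) are recorded after a ≥48 hr, 37 °C incubation.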
# An asterisk follows results filed as active; ? = inconclusive; & = joins results of further samples. % is set by controls: 0 for no effect and ±100 for the full control effect; potency is the fitted concentration of half-maximal effect. An excerpt; rates above refer to the full screens.
SMILES,TDP1 cell noCPT
O=C1c2ccccc2CCC12OC2c1ccncc1 (centres undefined),2.9µM*
CCC1(C)Cc2c(C#N)c(SC)nc(N3CCOCC3)c2CO1 (centres undefined),?
COc1ccccc1-c1cccc([C@@H]2C[C@H]3[C@@H](CN2)CON3C)c1,-10%
CC(C)(C)Cc1c(-c2cccc(Cl)c2)nc2ccc(Br)cn12,?
COCCNc1ncnc2c1ncn2[C@H]1CN(CCOC)C[C@@H](CO)O1,-8%
O=C1CSC(=S)N1N=Cc1cccc(OCc2ccccc2)c1,-2%
CC(=O)Nc1ccc(-c2ccnc3c2CC(C)(C(=O)NCc2ccncc2)O3)cc1 (centres undefined),1%
C[C@H](CO)N1C[C@H](C)[C@H](CN(C)C(=O)Nc2ccc(-c3cccs3)cc2)OCc2cnnn2CCCC1=O,?
Cc1cccc(NC(=O)c2cc([N+](=O)[O-])ccc2N2CCOCC2)c1C,-16%
COc1nc(Nc2ccccc2)nc(OC)n1,?
O=C(Cc1cccc(NC(=O)C2CCCN(C(=O)C3CC3)C2)c1)Nc1ccc(C(=O)N2CCOCC2)cc1 (centres undefined),-3%
COc1ccc(C(NC(=O)C2CCN(CCOc3ccc(Cl)cc3Cl)CC2)c2ccccn2)cc1 (centres undefined),23µM*
Cc1ccccc1-c1cccc([C@@H]2C[C@H]3[C@H](CON3C)CN2C(=O)C(C)(C)C)c1,?
CCOC(=O)N(C)C[C@H]1OCc2cnnn2CCCC(=O)N([C@@H](C)CO)C[C@@H]1C,5%
Cc1cc(Br)ccc1NC(=O)CN(C)C(=O)c1cccc(S(=O)(=O)N2CCN(C)CC2)c1,?
Cc1ccc(S(=O)(=O)CCC(=O)OCC(=O)N(C)Cc2ccccc2)cc1,-4%
C[C@H]1CN([C@@H](C)CO)S(=O)(=O)c2ccc(Br)cc2O[C@H]1CN(C)C(=O)CCN1CCCCC1,14%
CC(C)C[C@@H](CN)NC(=O)c1nc[nH]c1C(=O)N[C@@H](C)C(=O)CNC[C@H](C)NC(=O)c1nc[nH]c1C(=O)N[C@@H](CC(=O)O)C(=O)O,-6%
CCc1c(-c2ccc(Br)cc2)ncn1Cc1cccc(-c2ccccc2)c1,5.2µM*
O=C1NC[C@@H](CCCCN2C[C@H](Cc3ccc(O)cc3)N(CCc3ccc(O)cc3)C(=O)C2=O)N(CC2CCCCC2)C1=O,?
CCCCNC(=O)c1nc(-c2cccc(C(F)(F)F)c2)oc1-c1ccc(OC(F)(F)F)cc1,?
O=C(C[C@H]1C[C@@H]2c3cc(NS(=O)(=O)c4ccccc4)ccc3O[C@@H]2[C@H](CO)O1)N1CCOCC1,-12%
COc1cccc(-c2cc3nc(NCCN4CCCC4)n(C)c(=O)c3s2)c1,23µM*
O=C1NC[C@@H](CCCCN2CCN(Cc3ccccc3)C(=O)C2=O)N(CC2CCCCC2)C1=O,-14%
Cc1ccc(S(=O)(=O)N[C@H]2CCC[C@@H]2O)cc1,4%
SMILES,TDP1 cell noCPT
Cc1cc(O)cc2c1C1CCC3(C)C(=O)CCC3C1C=C2 (centres undefined),?
CC(C)CC1C(=O)N(Cc2cn(CC3CCCCC3)nn2)CCS(=O)(=O)N1Cc1ccc(-c2ccncc2)cc1 (centres undefined),15µM*
COc1ccccc1CNC(=O)Cn1nc(C)c([N+](=O)[O-])c1C,-13%
O=c1cc(Br)c(O)c(Br)cc1Br,18µM*
Cc1cccc(S(=O)(=O)NC(=O)C2(C)CCN2C(=O)Cc2ccc(-c3ccccc3)cc2)c1 (centres undefined),?
Cc1ccc2nc(COC(=O)c3cccnc3Cl)cc(=O)n2c1,-5%
Cn1cnnc1Sc1ccc(CN2CCOc3ccc(C4=Cc5ccccc5CC4)cc3C2)o1,?
CCN(CC)C(=O)c1cccc(-c2csc(C(O)c3ccccc3)n2)c1 (centres undefined),23µM*
OC1COC(c2ccccc2)OC1C(O)C1OC(c2ccccc2)OCC1O (centres undefined),-22%
NC(=O)c1ccsc1NC(=O)COC(=O)Cc1ccccc1[N+](=O)[O-],21µM*
CC1(C(=O)NS(=O)(=O)c2cccc(F)c2)CCN1C(=O)CC1CCCC1 (centres undefined),5%
O=S(=O)(O)c1ccc2c(c1)C(C(Cl)(Cl)Cl)OC(C(Cl)(Cl)Cl)O2 (centres undefined),4%
COc1ccc(CC2(CO)COc3ccccc3C2=O)cc1 (centres undefined),16µM*
COc1ccccc1C(=O)NCCN1CCCC1,-16%
CC(C)CCN1C(=O)CSCC1(C)C(=O)NCc1ccccc1 (centres undefined),?
Cn1c(=O)c2[nH]c(SCc3cccnc3)nc2n(C)c1=S,-28%
Cc1ccccc1C#CC1=CC(=O)CC(C)(C)C1,?
Cn1cncc1C#Cc1ccc(N2C(c3ccsc3)=Cc3ccc(F)cc3C2c2c[nH]c3ccccc23)cc1 (centres undefined),?
Cc1noc(C)c1NC(=O)N1C[C@H](O)COC[C@H]2O[C@@H](CC(=O)NCC3CCCCC3)CC[C@@H]21,-2%
C[C@H]1CN([C@@H](C)CO)C(=O)CCCn2nncc2CO[C@H]1CN(C)S(=O)(=O)c1ccc(-n2cccn2)cc1,-10%
CCOC(=O)c1c(NC(=O)CN2CCN(S(=O)(=O)c3cc(Cl)ccc3Cl)CC2)sc(C(=O)N(C)C)c1C,?
Cc1cc(C(=O)Nc2ccccc2-c2nc(CNC(=O)c3sc(C)nc3C)c(C)o2)c(C)o1,-13%
Cc1ccc(-c2nnc(SC(C)C(=O)NCc3ccco3)n2C)cc1 (centres undefined),-13%
CCOc1ccc(CCN2C(=S)N([C@@H](Cc3ccc(O)cc3)CN3CCC[C@@H]3CN3C(=S)NC[C@@H]3CC(C)C)C[C@@H]2CC(C)C)cc1,21µM*
O=C(C1CC(=O)N(C2CCCC2)C1)N1CCN(c2ccc(F)cc2)CC1 (centres undefined),-18%

# Two entries from above in another layout:
smiles | TDP1 cell noCPT
CCCCNC(=O)c1nc(-c2cccc(C(F)(F)F)c2)oc1-c1ccc(OC(F)(F)F)cc1 | ?
O=C(C[C@H]1C[C@@H]2c3cc(NS(=O)(=O)c4ccccc4)ccc3O[C@@H]2[C@H](CO)O1)N1CCOCC1 | -12%

# Part of the list above, with each value named:
C[C@H]1CN([C@@H](C)CO)C(=O)CCCn2nncc2CO[C@H]1CN(C)S(=O)(=O)c1ccc(-n2cccn2)cc1
  TDP1 cell noCPT = -10%
CCOC(=O)c1c(NC(=O)CN2CCN(S(=O)(=O)c3cc(Cl)ccc3Cl)CC2)sc(C(=O)N(C)C)c1C
  TDP1 cell noCPT = ?
Cc1cc(C(=O)Nc2ccccc2-c2nc(CNC(=O)c3sc(C)nc3C)c(C)o2)c(C)o1
  TDP1 cell noCPT = -13%
Cc1ccc(-c2nnc(SC(C)C(=O)NCc3ccco3)n2C)cc1 (centres undefined)
  TDP1 cell noCPT = -13%

# Structures above that have bromine:
SMILES,TDP1 cell noCPT
CC(C)(C)Cc1c(-c2cccc(Cl)c2)nc2ccc(Br)cn12,?
Cc1cc(Br)ccc1NC(=O)CN(C)C(=O)c1cccc(S(=O)(=O)N2CCN(C)CC2)c1,?
C[C@H]1CN([C@@H](C)CO)S(=O)(=O)c2ccc(Br)cc2O[C@H]1CN(C)C(=O)CCN1CCCCC1,14%
CCc1c(-c2ccc(Br)cc2)ncn1Cc1cccc(-c2ccccc2)c1,5.2µM*
O=c1cc(Br)c(O)c(Br)cc1Br,18µM*

# Additional compounds follow:
SMILES,TDP1 cell noCPT
COC(=O)[C@@]12C[C@@H](CC(=O)NCC34CC5CC(CC(C5)C3)C4)C(=O)N(Cc3ccccc3)C1=CCC(C)(C)C2,21µM*
Clc1ccccc1OCCNc1nc(NCC2CC2)nc2ccsc12,8.2µM*
CC1(C)C2CC[C@]3(C)C(CC=C4[C@@H]5C[C@@](C)(CO)[C@@H](O)C[C@]56C[C@@H](OC6=O)[C@]43C)[C@@]2(C)CC[C@@H]1O (some centres undefined),1%
COC(=O)[C@]12CCCCC=C1N(Cc1ccc3c(c1)OCO3)C(=O)[C@H](CC(=O)NCCCCc1ccccc1)C2,?
CC(=O)Nc1ccc(NC(=O)CCCN2C(=O)C(c3ccccc3)Oc3cccnc32)cc1 (centres undefined),?
CC(O)(c1ccccc1)c1nc(-c2ccc(S(C)(=O)=O)cc2)cs1 (centres undefined),?
CC1CCCN(C(=O)CCCNC(=O)c2ccc(Cl)cc2)C1 (centres undefined),15%
C=CCNC(=O)CN1C(=O)CSc2ccc(S(=O)(=O)N3CCOCC3)cc21,?
COc1ccc(C(=O)NCCN2Cc3cc(C)ccc3OC(C)C2)c(OC)n1 (centres undefined),-17%
O=C(OCc1cn([C@@H]2C[C@H](c3ccc(Cl)cc3)N(CC3CCCCC3)C[C@H]2O)nn1)c1ccccc1,?
CCCS(=O)(=O)NCc1c(C)ncc2c1CCN(C(=O)c1cccc(-c3ccccc3F)c1)C2,?
CCN(CC)C(=O)c1cccc(-c2csc(C(O)c3ccc(F)c(OC)c3)n2)c1 (centres undefined),16µM*
Cc1cc(C)c2c(CN3CCCCCCC3)cc(=O)oc2c1,?
CCCCN1CC[C@H]2C=CC[C@@H](C(=O)N3CCOCC3)[C@H]2C1=O,-1%&0%
Cc1nc(C(F)(F)F)ccc1C(=O)N1CCC1(C)C(=O)NS(=O)(=O)c1cccc(F)c1 (centres undefined),1%
CC/C(=N\NC(=O)c1cc(C)oc1C)c1ccc(OC(F)F)cc1,?
CC(OC(=O)c1ccccc1C(=O)O)c1ccccc1 (centres undefined),-24%
COCCN(CC(=O)Nc1cccc(C)c1C)C(=O)C1CCN(S(=O)(=O)c2ccccc2)CC1,-6%
Nc1ccccc1C=C1Cc2ccccc2C1=O,-26%
O=C(NNC(=O)c1cccc2ccccc12)c1ccc(Cl)c(Cl)c1,-23%
Cc1ccc(SC[C@H](C)CN2CCC(NC(=O)OCc3ccccc3)CCC2=O)cc1 (some centres undefined),?
CCCCCCCCN1C(=O)[C@H](CC(=O)NCc2cccs2)C[C@@]2(C(=O)OC)CC(C)(C)CC=C12,8.2µM*
COc1cc(C2(c3ccc(O)c(OC)c3)C(=O)Nc3c(Br)cc(Br)cc32)ccc1O,?
CCCCNC(=O)c1ccc2nc(CC)c(N(C)Cc3cccs3)n2c1,?
O=C(COC(=O)CN1C(=O)C2CC=CCC2C1=O)Nc1cccc([N+](=O)[O-])c1 (centres undefined),-17%
SMILES,TDP1 cell noCPT
COc1ccc(C(NC(=O)C2CCN(CCOc3ccc(Cl)cc3Cl)CC2)c2cccs2)cc1 (centres undefined),16µM*
O=C(NC1CC1)c1ccc(-c2cnc3cccnn23)cc1,?
O=C1c2ccccc2C(c2nnnn2-c2ccc3c(c2)OCCO3)N1Cc1ccc(F)cc1 (centres undefined),?
N#Cc1ccccc1NC(=O)C1CCCO1 (centres undefined),7%
COCc1cccc(-c2csc(C(C)(NC(C)=O)c3ccccc3)n2)c1 (centres undefined),18µM*
COc1ccc(S(=O)(=O)N2CCC(C(=O)NCCC(=O)NCc3ccccn3)CC2)cc1,-20%
Cc1cc(C)n2c(Nc3c(C)cccc3C)c(CCc3ccccc3)nc2n1,16µM*
COC(=O)[C@]12CCCCC=C1N(Cc1ccco1)C(=O)[C@H](CC(=O)NCC1CCCCC1)C2,?
Cc1ccc(Cc2c(C3CCCCC3)nc3c(C)cc(Br)cn23)cc1,-18%
COc1ccc(NC(=O)c2cc(C3CCCCN3C(=O)c3cc(C(C)(C)C)nn3C)on2)c(C)c1 (centres undefined),21µM*
CC(=O)c1ccc(F)c(-c2cc(C)cc3c2OC(CNC(=O)c2cnc4ccccn4c2=O)C3)c1 (centres undefined),?
CCCCN1C(=O)C(C#N)CC2=C1CC(C)(C)CC2=O (centres undefined),-5%
CCN(C(=O)CSc1nc2scc(-c3ccccc3)c2c(=O)n1N)C1CCS(=O)(=O)C1 (centres undefined),?
CC(=O)O[C@@H]1C(=O)O[C@@H]2[C@H]1OC(=O)[C@@H]2OC(C)=O,-2%
CCNC(=O)C1(C)CCN1CCS(=O)(=O)c1ccc(C)cc1 (centres undefined),-3%
CCCCOCCCNC(=O)C[C@@H]1C[C@@]2(C(=O)OC)CCCCC=C2N(CCc2ccc(OC)c(OC)c2)C1=O,?
Cc1ccc(Cn2c(C3CCCN3c3nc(C)cs3)nc3cc(C(=O)NCCCO)ccc32)cc1 (centres undefined),2%
COC(=O)C1(C)COP(=O)(Nc2ccc(OC)cc2)OC1 (centres undefined),-28%
COc1ccc(-n2c(SCC(=O)Nc3ccccc3)nnc2-c2ccoc2C)cc1,?
COc1ccc(NC(=O)C[C@H]2C(=O)N(C3CCCCC3)C[C@@H]2c2ccccc2)cc1,-29%
CCc1nc2c(OCCOC)cccn2c1N(C)C(=O)c1ccco1,-7%
C=C1CCN(c2ccc(C(=O)NCCC)cc2[N+](=O)[O-])CC1,16µM*
O=C(Cc1cccc2ccccc12)NCC(=O)N1CCN(CC(=O)Nc2ccc(F)cc2)CC1,18µM*

# 5 successive records already listed, quoted:
SMILES,TDP1 cell noCPT
CC(C)C[C@@H](CN)NC(=O)c1nc[nH]c1C(=O)N[C@@H](C)C(=O)CNC[C@H](C)NC(=O)c1nc[nH]c1C(=O)N[C@@H](CC(=O)O)C(=O)O,-6%
CCc1c(-c2ccc(Br)cc2)ncn1Cc1cccc(-c2ccccc2)c1,5.2µM*
O=C1NC[C@@H](CCCCN2C[C@H](Cc3ccc(O)cc3)N(CCc3ccc(O)cc3)C(=O)C2=O)N(CC2CCCCC2)C1=O,?
CCCCNC(=O)c1nc(-c2cccc(C(F)(F)F)c2)oc1-c1ccc(OC(F)(F)F)cc1,?
O=C(C[C@H]1C[C@@H]2c3cc(NS(=O)(=O)c4ccccc4)ccc3O[C@@H]2[C@H](CO)O1)N1CCOCC1,-12%
